S3 lipid droplet – qHTS Assay for Lipid Storage Modulators in Drosophila S3 Cells | Drosophila S3 cells, BODIPY lipid droplet fluorescence, 18-24 h; cells fed with added oleic acid | lipid storage change, negative = inhibition, % at the top dose, mostly 46.1 µM; hits show Potency in µM | hit rate 0.64% among 320,000 | AID 2685; active = well fitted inhibition curve with a large enough effect in the signal ratio, with a control signal flat, not every such curve was filed as active; inconclusive = small, poorly fitted or top-dose-only effect, or effect the other way, or a change in a side signal; the % refers to the signal ratio
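Laser-scanning cytometry quantifies lipid droplet accumulation (500–530 nm total intensity; droplet/cell object ratio) in oleic acid-fed (400 uM added) Drosophila S3 cells treated with a concentration series. 20 uM Triacsin C defined 100% inhibition.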
S3 lipid droplet cell count max – recorded beside S3 lipid droplet, whose call it bears; cell number change, %; measured here: cell count max response;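 cells counted by Cell Tracker Red CMTPX staining in the red channel; peak over a dose series mostly up to 46.1 µM; percent activity relative to internal control wells on each plate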
* hit, by the source's call; i = inactive; ? = inconclusive; nt = no result given. % is set by controls: 0 for no effect and ±100 for the full control effect; potency is the fitted concentration of half-maximal effect. Some of the compounds tested; the hit share may differ from the screen's.

S3 lipid droplet | S3 lipid droplet cell count max | molecule
19.9% | -0.1 | OC(COc1ccc(CNCc2cccnc2)cc1)CN1CCc2ccccc2C1 (stereo unspecified)
11.0% | 20.0 | Cc1cc(NC(=O)c2ccc(N3C(=O)CCC3=O)cc2)no1
2.7% | 25.4 | COc1ccc(CCNC(=S)Nc2ccccc2C)cc1
? | nt | CC(C)CCNC(=O)[C@H](CC(C)C)NC(=O)[C@H]1O[C@@H]1C(=O)O
5.2% | -18.5 | COc1cc2c(C)nc3c(cnn3-c3ccccc3)c2cc1OC
? | nt | C=CCn1c(SCC(=O)Nc2ccc(C(=O)OC(C)C)cc2)nnc1-c1cccs1
? | nt | CCCCCCOc1ccc(N2C(=O)CC(N3CCN(CCN=CC4=C(O)CC(C)(C)CC4=O)CC3)C2=O)cc1 (stereo unspecified)
8.8% | 15.5 | CS(=O)(=O)Nc1ccccc1C(=O)NCCSCc1ccccc1
5.6% | 10.5 | CC(C)CN1CCN(Cc2cccn2-c2ccc(Cl)cn2)CC1CCO (stereo unspecified)
15.0% | -1.4 | Cc1cc2oc(=O)cc(CN3CCN(S(=O)(=O)c4ccc5c(c4)OCCO5)CC3)c2cc1C
-6.0% | nt | COc1cccc(CCNC(=O)C2CCC(=O)N(Cc3cccc(OC)c3)C2)c1 (stereo unspecified)
-0.1% | -0.5 | CS(=O)(=O)N1CCN(c2ccccc2NC(=S)NC(=O)c2cccs2)CC1
7.1% | 1.2 | Cc1cc(=O)oc2cc(NC(=O)CCCC(=O)O)ccc12
? | nt | C/C(Cl)=C/Cn1c(SCc2ccc(Cl)cc2)nc2c1c(=O)[nH]c(=O)n2C
6.3% | 5.6 | Nc1ccc2c(c1)C(=O)N(CCCCCC(=O)O)C2
-1.6% | 11.8 | Cc1ccc(Oc2ncccc2NC(=O)CC(CC(=O)O)c2ccccc2)c2c1CCC2 (stereo unspecified)
? | nt | CCOC(=O)N1CCN(CC(=O)Nc2cc(C)nn2-c2nc3ccccc3s2)CC1
i | 20.6 | Cc1ccnc(NC(=O)C2CCCN(c3ncnc4c3nc3n4CCCCC3)C2)c1 (stereo unspecified)
? | nt | CCN(CC)c1ccc(NC(=O)CSc2nc(C)cc(=O)[nH]2)cc1
? | nt | O=C(NNC(=O)c1cnccn1)c1ccc(Cl)c(Cl)c1
? | nt | CCOC(=O)C1CCCN(c2c(NCCc3ccc(S(N)(=O)=O)cc3)c(=O)c2=O)C1 (stereo unspecified)
? | nt | Clc1ccc(CNCC2CCCO2)cc1 (stereo unspecified)
-3.9% | 14.0 | N#Cc1ccc(Oc2ccc(-c3cnc4ccccc4n3)cc2)cc1C#N
? | nt | CN(Cc1ccc(Br)cc1)C(=O)CCN1C(=O)c2cccc([N+](=O)[O-])c2C1=O
12.7% | 0.0 | COC(=O)C1=C(C)N(c2ccc(OC)c(OC)c2)C(=O)C1
-8.9% | 15.1 | CCc1sc2nc(SCC(=O)Nc3cc(C)on3)n(-c3cccc(OC)c3)c(=O)c2c1C
? | nt | CCOC(=O)C1(Cc2cccc(OC)c2)CCCN(C(=O)c2cc(C)oc2C)C1 (stereo unspecified)
? | nt | Cc1ccc(S(=O)(=O)N2CCn3cccc3C2C)cc1 (stereo unspecified)
24.7% | 1.4 | N#C/C(=N\Nc1cccc(Cl)c1)C(=O)c1ccccc1
? | nt | CC(C)CN(CC(C)C)C(=O)CN1C(=O)NC2(CCCc3ccccc32)C1=O (stereo unspecified)
-10.2% | 12.7 | COc1cc2ccccc2cc1C(=O)N1CC(C)CC(C)C1 (stereo unspecified)
2.06µM* | 9.6* | COc1cc(CO)cc(Br)c1OCC(=O)O
? | nt | O=C(COC(=O)c1ccccc1O)NCC1COc2ccccc2O1 (stereo unspecified)
? | nt | CC(=O)Nc1ccc(S(=O)(=O)Nc2ccccc2C(=O)N2CCCCCC2)cc1
? | nt | OC(CNCc1ccc(F)cc1)(c1ccccc1)c1ccc(F)cc1 (stereo unspecified)
-3.7% | 19.6 | Cc1ccccc1/C=C\c1nc(O)c([N+](=O)[O-])c(=O)[nH]1
13.7% | nt | Cc1cccc(N/C=C/C(=O)c2ccc(Cl)cc2)c1
? | nt | CCOc1ccc(S(=O)(=O)NC(C)C(=O)NCc2ccncc2)cc1 (stereo unspecified)
? | nt | Cc1ccccc1-n1c(SCC(=O)NCc2cccs2)nnc1-c1ccncc1
i | nt | COc1ccc(Nc2cc(C)c3c(O)cccc3n2)cc1
? | nt | CN(C(=O)COC(=O)c1ccc(F)c(S(=O)(=O)N2CCOCC2)c1)C1CCS(=O)(=O)C1 (stereo unspecified)
14.5% | 8.4 | N#CCC(=N)N1CCN(c2ccc(F)cc2)CC1
? | nt | O=C(NCC1CCCO1)c1ccc(-c2ccccc2Cl)o1 (stereo unspecified)
? | nt | CC(=O)N1C(C)c2ccccc2C(C)(C)CC12CCCCC2 (stereo unspecified)
i | 3.3 | Cc1c(C#N)c2ccccc2n1CC(=O)N1CCCc2ccccc21
? | nt | COc1ccc(/C=N/NC(=O)c2cccc([N+](=O)[O-])c2)cc1OS(=O)(=O)c1ccccc1
2.7% | 0.7 | CCCCN(C(=N)N1CCCCC1)c1nc(C)c([N+](=O)[O-])c(=O)[nH]1
3.4% | -10.0 | O=C(Nc1nc2ccc(Cl)cc2s1)C1CCCO1 (stereo unspecified)
? | nt | COc1ccc2c(=O)cc(-c3ccccc3)n(C)c2c1
i | -5.6 | CCCCn1c(SCC(=O)Nc2nnc(C(C)C)s2)nc2c1c(=O)n(C)c(=O)n2C
? | nt | CCOc1ccc(CCNC(=O)COC(=O)c2nn(C)c(=O)c3ccccc23)cc1OCC
? | nt | Cn1c(=O)[nH]c(=O)c2c1nc(CN1CCN(c3ccc(F)cc3)CC1)n2CCN1CCOCC1
? | nt | O=c1cnn(Cc2ccc(F)cc2)c2ccccc12
? | nt | Cc1cc(NS(=O)(=O)c2ccc(NC(=S)NC(=O)c3cccc(S(=O)(=O)N(C)C)c3)cc2)no1
-0.7% | 3.2 | COc1ccc(C(=O)NCC(=O)OCC(=O)N2CCCc3ccccc32)cc1
? | nt | CCOC(=O)c1cccc(NC(=O)COc2ccc([N+](=O)[O-])cc2)c1

4 of the compounds above, field by field:
> O=C(COC(=O)c1ccccc1O)NCC1COc2ccccc2O1 (stereo unspecified)
  S3 lipid droplet = ?	S3 lipid droplet cell count max = nt
> CC(=O)Nc1ccc(S(=O)(=O)Nc2ccccc2C(=O)N2CCCCCC2)cc1
  S3 lipid droplet = ?	S3 lipid droplet cell count max = nt
> OC(CNCc1ccc(F)cc1)(c1ccccc1)c1ccc(F)cc1 (stereo unspecified)
  S3 lipid droplet = ?	S3 lipid droplet cell count max = nt
> Cc1ccccc1/C=C\c1nc(O)c([N+](=O)[O-])c(=O)[nH]1
  S3 lipid droplet = -3.7%	S3 lipid droplet cell count max = 19.6

Later entries.
S3 lipid droplet | S3 lipid droplet cell count max | molecule
0.7% | 3.3 | O=C(NC1CCCC1)c1ncn[nH]1
? | nt | O=C(NCCNc1ccc([N+](=O)[O-])cc1)c1cccs1
? | nt | CCOC(=O)C1=C(COC(=O)c2ccccc2[N+](=O)[O-])NC(=O)NC1C (stereo unspecified)
? | nt | CC(C)Oc1ccc(S(=O)(=O)N2CCOCC2)cc1NC(=O)C1=COCCO1
-3.4% | -23.3 | Nc1nc2ccccc2cc1-c1cccs1
i | 2.9 | Cc1ccc(C)n1Cc1ccc(C(=O)O)cc1
? | nt | Cc1ccn2c(=O)nc(SCC(=O)NCc3ccc(F)cc3)nc2c1
5.0% | -8.7 | CC(=O)O[C@H]1C(=O)[C@@]2(C)C([C@H](OC(=O)c3ccccc3)[C@]3(O)C[C@H](OC(=O)[C@H](O)[C@@H](NC(=O)c4ccccc4)c4ccccc4)C(C)=C1C3(C)C)[C@]1(OC(C)=O)CO[C@@H]1C[C@H]2O (stereo partly specified)
? | nt | C/C(=N\Nc1ccc(C(F)(F)F)cc1[N+](=O)[O-])C1CC1
? | nt | Cn1c(=NC(=O)c2ccco2)sc2cccc(F)c21
? | nt | CC(=O)c1ccc(S(=O)(=O)Nc2cccc(-c3cn4c(n3)SCC4)c2)cc1
-8.8% | -22.8 | CC(=O)Nc1cccc(C(=O)NC2CCCc3c2cnn3-c2ccc(C(C)(C)C)cc2)c1 (stereo unspecified)
i | 15.4 | CN1C(=O)N(C)C2(c3ccccc3)Nn3c(s/c(=C/c4ccccc4F)c3=O)=NC12c1ccccc1 (stereo unspecified)
i | nt | COCCCNC(=O)CSc1nc2ccccc2c(=O)n1CCCN1CCCCC1
13.2% | nt | Cc1ccc(S(=O)(=O)N/N=C2/CC(=O)CC(C)(C)C2)cc1[N+](=O)[O-]
i | 12.8 | Cc1c(C(=O)N2CCCCC2)c(S(=O)(=O)NCc2ccccc2Cl)c(C)n1C
? | nt | Cc1[nH]nc(N)c1N=Nc1ccc(Br)cc1
4.6% | 25.4 | COc1cc(/C=N/NS(=O)(=O)c2ccc3ccccc3c2)ccc1OCc1ccc(C(=O)O)cc1
? | nt | Cc1ccc(S(=O)(=O)NCCc2c[nH]c3ccccc23)cc1
? | nt | CN(C(=O)CSc1nnc(Cc2cccs2)n1C1CC1)C1CCS(=O)(=O)C1 (stereo unspecified)
-5.7% | -15.8 | c1ccc(N=C(c2cccs2)N2CCOCC2)cc1
-8.4% | 15.4 | COc1cc(CN2CCN(Cc3ccc(SC)cc3)CC2)cc(OC)c1O
? | nt | Cc1cccc(/C=N/NC(=O)NC23CC4CC(CC(C4)C2)C3)n1
? | nt | CCOc1ccc(N(CC(=O)NC2CCC(C)CC2)S(=O)(=O)c2c(C)noc2C)cc1 (stereo unspecified)
? | nt | COC(=O)c1[nH]c2ccccc2c1NC(=O)c1ccccc1F
? | nt | COc1ccc(NC(=O)COc2ccccc2Cc2ccccc2)cc1S(=O)(=O)N1CCOCC1
? | nt | Cc1ccc(-c2csc(NC(=O)C3=COCCO3)n2)cc1C
? | nt | Cc1cc(Br)ccc1OCCOCCN1CCCC1
15.0% | -0.2 | O=C(Nc1ccc(Br)cc1)c1cnccn1
-9.7% | 11.6 | COc1ccc(CNC(=O)Nc2cc(C)cc(C)c2)cc1
? | nt | CCCCCCCN1C/C=C\C(c2ccc(OC)cc2)N(Cc2ccc(F)cc2)C(=O)[C@H]1Cc1ccccc1 (stereo partly specified)
? | nt | CCOc1cc(CO)cc(Br)c1OCC(=O)Nc1ccccc1C

Record cards, from the list above. Values in the order: S3 lipid droplet, S3 lipid droplet cell count max
`O=C(Nc1ccc(Br)cc1)c1cnccn1` is listed with 15.0%, -0.2
`CCOc1cc(CO)cc(Br)c1OCC(=O)Nc1ccccc1C` is listed with ?, nt

The results go on.
S3 lipid droplet | S3 lipid droplet cell count max | molecule
? | nt | Cc1ccc(C)c(-c2csc(N)c2C(=O)OC(C)C)c1
? | nt | CSCCC(NC(=O)c1ccccc1)C(=O)Nc1ccncc1 (stereo unspecified)
? | nt | Cc1cc(=O)oc(C)c1C(=O)NCC(C)C
? | nt | CCCn1c(SCC(=O)N2CCCCC2)nc2c1c(=O)n(C)c(=O)n2C
? | nt | CCOCCCn1c(SCC(=O)N2CCOCC2)nc2ccccc2c1=O
? | nt | Cc1cc(Oc2ccccc2)nc(N2CCOCC2)n1
? | nt | CC(=O)c1ccc(N2CCN(C(=O)Nc3cccc(F)c3)CC2)cc1
? | nt | Cc1c([N+](=O)[O-])cc(C(=O)Nc2ccc(NC(=O)c3ccco3)cc2)cc1[N+](=O)[O-]
? | nt | C#CCOCCOCCOCCNc1nc(N2CCN(C(=O)CCCCCCCCCCNC(=O)[C@H]([C@@H](C)CC)n3cc(CCCCN=C(N)N)nn3)CC2)nc(N2CCN(C(=O)CCCCCCCCCCNC(=O)[C@@H]([C@H](C)O)n3cc(C)nn3)CC2)n1
? | nt | O=C(NCc1ccc2c(c1)OCO2)C12CC3CC(CC(C3)C1)C2
? | nt | COc1cc(/C=C/CN2CCC(CO)(CC3CCCCO3)CC2)ccc1O (stereo unspecified)
? | nt | Cc1cccc(N(Cc2ccccc2)C(=O)c2ccc(C)c(S(=O)(=O)N3CCOCC3)c2)c1
i | nt | CC(=O)Nc1ccc(S(=O)(=O)N2CCN(C(=O)N3CCCCCC3)CC2)cc1
11.6% | 7.7 | Cc1nn(C)c(C)c1CN(C)C(=O)C1(C)CC1(Br)Br (stereo unspecified)
13.0% | 13.6 | O=c1[nH]c(=S)c2ncn(-c3ccccc3)c2[nH]1
6.3% | -6.8 | Cc1cccc(C)c1NC(=O)CN1C(=O)S/C(=C\c2cccn2-c2cccc(C(=O)O)c2)C1=O
1.8% | 23.3 | Cc1ccc(OCCSc2nc3ccccc3n2CC(=O)O)cc1C
? | nt | CCN(c1ccccc1)S(=O)(=O)c1ccc(Cl)c(NC(=O)CN2CCCCCC2)c1
i | nt | C/C(=N\O)C(=O)NCc1ccccn1
i | 9.8 | Cc1cc(=O)[nH]c(SCCCOc2ccccc2Cl)n1
? | nt | O=C(c1cccs1)N1CCN(c2ccccc2)CC1
? | nt | O=C(NN(c1ccccc1)c1ccccc1)c1ccc([N+](=O)[O-])o1
? | nt | CC(=O)N1N=C(c2cccc(NS(C)(=O)=O)c2)CC1c1cccs1 (stereo unspecified)
? | nt | CC(C)(C)c1ccc(/C=N/NC(=O)Cc2c[nH]c3ccccc23)cc1

Bioassay records deposited in PubChem BioAssay by National Center for Advancing Translational Sciences (NCATS).
